Screening results: PubChem BioAssay, several laboratories
TWEAK-Fn14 inh: blocks TWEAK-Fn14 interaction in a reporter cell assay; TWEAK-stimulated Fn14 reporter cells, luciferase luminescence, 8 h; inhibition, % at 10 µM; actives 2% (n = 360,000); AID 1159606; in the data active means inhibition above about 50%
KKLEB tox: reduces viability of KKLEB cystic fibrosis airway cells | KKLEB CF airway cells viability, ATPlite luminescence, overnight; hits give low values; cells stimulated with P. aeruginosa culture filtrate | activity change (cytotoxicity), % at 5 µM | actives 0.36% (n = 360,000);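 active means corrected activity change at or below -50% at 5 µM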
TRPM1 prom inh: MITF TRPM1 promoter inhibition in SK-MEL-5 cells; SK-MEL-5 TRPM1 promoter luciferase, 24 h; inhibition, % at 12.5 µM; actives 0.83% (n = 330,000);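 active means mean inhibition across replicates of 60% or more, whatever share of single replicates reaches that level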; further: values of inactives mirror those of a sister screen read the other way
Peg3 prom inh: inhibitors of Peg3 promoter; HeLa PEG-Prom luciferase reporter, luminescence, overnight; inhibition, % at 20 µM; actives 1.7% (n = 360,000);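 active means inhibition of at least 50% at 20 µM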
TRAIL sens C8: caspase-8 TRAIL sensitization | inhibition (viability loss, TRAIL sensitization), % at 10 µM | NB7+C8 cells + TRAIL, ATPlite viability luminescence | actives 1% (n = 360,000);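 active means compounds causing at least 50% loss of cell viability in the single-dose screen, relative to plate controls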
NR2E3 ag-1: agonists of human nuclear receptor NR2E3; Q9Y5X4; AID 2300; actives 0.12% (n = 320,000); GST-NR2E3/biotin-RetCOR TR-FRET, 1536-well; inhibition of corepressor binding, % at 4.78 µM;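 active means percent inhibition above the cutoff of mean plus 3 SD of all tested compounds, set per screening campaign, cut at about 20% in these data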;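 further: 0% = DMSO wells and 100% = biotin wells as full block of FRET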
Target sequence (Q9Y5X4 whole entry, looked up): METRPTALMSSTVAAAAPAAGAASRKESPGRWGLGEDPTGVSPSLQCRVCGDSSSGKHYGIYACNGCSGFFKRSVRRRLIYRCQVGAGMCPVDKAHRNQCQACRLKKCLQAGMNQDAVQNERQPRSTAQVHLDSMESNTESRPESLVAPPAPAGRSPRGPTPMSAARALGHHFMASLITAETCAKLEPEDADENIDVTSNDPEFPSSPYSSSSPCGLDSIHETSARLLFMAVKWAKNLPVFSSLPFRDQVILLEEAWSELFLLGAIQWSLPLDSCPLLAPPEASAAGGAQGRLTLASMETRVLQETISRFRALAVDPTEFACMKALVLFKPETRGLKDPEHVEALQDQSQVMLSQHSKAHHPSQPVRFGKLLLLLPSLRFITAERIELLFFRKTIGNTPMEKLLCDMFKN
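Material: NR2E3–RetCOR corepressor complex / Amount: 1.35 nM GST-NR2E3 / Medium: Tris pH 7.5 / Compound: single nominal compound dose of 4.8 µM / Incubation: 5 h at 4 °C / Technique: TR-FRET, Eu(K)-anti-GST donor, streptavidin-D2 acceptor, ex 340, em 617/671 nm / Read-out basis: percent loss of FRET ratio relative to control wells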
CF NFkB inh: blocks PAF-induced NF-kB reporter in cystic fibrosis cells; KKLEB NF-kB-GFP reporter, GFP fluorescence overnight; inhibition, % at 5 µM; actives 0.86% (n = 360,000);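 active means at least 50% inhibition at 5 µM, scaled per plate between neutral and stimulator controls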;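 further: PAF is a Pseudomonas aeruginosa culture filtrate used as stimulus; plate controls were PAF-stimulated DMSO wells for no effect and unstimulated DMSO wells for full effect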
TROY signal inh: inhibitors of TROY-dependent NF-kB signaling. inhibition, % at 10 µM. Q293 LMP1-TROYcd NF-kB luciferase reporter, 4 h. actives 0.98% (n = 360,000);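 active means compounds whose plate-normalised and pattern-corrected inhibition of the luciferase reporter signal at the single screening dose is 50% or more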
Shn3 inh set2: Schnurri-3 reporter inhibition in Clone20 osteoblasts. Clone20 osteoblast Shn3 3'UTR firefly luciferase, 24 h. inhibition, % at 12.5 µM. actives 0.52% (n = 360,000). AID 588674;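 active means mean inhibition of at least 75% with every replicate also reaching 75%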;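 further: 0% = median of neutral control wells and 100% = pilot-screen positive control compound; some compounds past the cut are filed as inactive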
HIF-2a inh: blocks HIF-2a reporter activity; AID 624352; actives 0.72% (n = 360,000); inhibition, % at 18.8 µM; 786-0 RCC cells HIF-2a reporter, luciferase luminescence, overnight;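 active means inhibition of the luminescence signal of 40% or more relative to plate controls, in a single-dose primary screen at 18.75 µM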
NR2E3 ag-2: agonists of human NR2E3 nuclear receptor | actives 0.35% (n = 360,000) | AID 602229 | Q9Y5X4 | inhibition of corepressor binding, % at 3.98 µM | CHO-S Gal4-NCOR/VP16-NR2E3 two-hybrid, luciferase;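 active means inhibition above the mean of all tested compounds plus 3 SD, cut at about 70% in these data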;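 further: 0% = DMSO with NR2E3 transfected cells and 100% = cells lacking NR2E3 construct; higher means lower luciferase signal from less NR2E3 corepressor binding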
The depositor's hits bear a star; x = not tested or not shown. Some of the compounds tested; the hit share may differ from the screen's.

The opening 3 compounds, ahead of the listing:
SMILES | TWEAK-Fn14 inh | KKLEB tox | TRPM1 prom inh | Peg3 prom inh | TRAIL sens C8 | NR2E3 ag-1 | CF NFkB inh | TROY signal inh | Shn3 inh set2 | HIF-2a inh | NR2E3 ag-2
CCCSc1ccc([C@H]2N[C@@](Cc3ccccc3)(C(=O)OC)[C@H]3C(=O)N(C)C(=O)[C@@H]23)cc1 | -2.8 | -8.6 | -2.7 | 6.8 | -2.0 | x | 7.7 | -2.9 | 12.3 | 12.3 | -3.1
Cn1ccnc1Sc1nc2c(c(=O)n(C)c(=O)n2C)n1C | 13.4 | 2.9 | -1.2 | -3.2 | 2.8 | 0.2 | 6.3 | -5.8 | 7.5 | 11.1 | -26.8
CCC(=O)N1CCc2cc(S(=O)(=O)NC(C(=O)NC(C)c3ccccc3)C(C)C)ccc21 (stereo not drawn) | 3.6 | -6.5 | 3.9 | 5.6 | 3.4 | 1.4 | -0.3 | -10.9 | 3.2 | 4.2 | -16.7

The list itself (from the top)
SMILES | TWEAK-Fn14 inh | KKLEB tox | TRPM1 prom inh | Peg3 prom inh | TRAIL sens C8 | NR2E3 ag-1 | CF NFkB inh | TROY signal inh | Shn3 inh set2 | HIF-2a inh | NR2E3 ag-2
CCCSc1ccc([C@H]2N[C@@](Cc3ccccc3)(C(=O)OC)[C@H]3C(=O)N(C)C(=O)[C@@H]23)cc1 | -2.8 | -8.6 | -2.7 | 6.8 | -2.0 | x | 7.7 | -2.9 | 12.3 | 12.3 | -3.1
Cn1ccnc1Sc1nc2c(c(=O)n(C)c(=O)n2C)n1C | 13.4 | 2.9 | -1.2 | -3.2 | 2.8 | 0.2 | 6.3 | -5.8 | 7.5 | 11.1 | -26.8
CCC(=O)N1CCc2cc(S(=O)(=O)NC(C(=O)NC(C)c3ccccc3)C(C)C)ccc21 (stereo not drawn) | 3.6 | -6.5 | 3.9 | 5.6 | 3.4 | 1.4 | -0.3 | -10.9 | 3.2 | 4.2 | -16.7
O=C(CCN1C(=O)c2ccccc2C1=O)Nc1nc2ccccc2s1 | -16.7 | 16.6 | -4.8 | -8.8 | 3.0 | 2.7 | -6.5 | -33.3 | -34.1 | -55.1 | -60.6
COc1ccc(-c2ccc(C(=O)NCC(C)C)c3occc23)c(C)c1 | 20.1 | -0.3 | x | -93.7 | 20.3 | x | 16.6 | 34.1 | 20.1 | -153.1 | -56.9
Cc1nnc(SCc2ccc(C(=O)O)cc2)s1 | -14.9 | 6.3 | 5.9 | 8.5 | -0.8 | 10.1 | -19.5 | -11.0 | 4.7 | 12.3 | -9.5
Cc1ccc(-n2nnnc2SCc2nnc(-c3ccccc3Br)o2)cc1 | -7.7 | 8.5 | 4.9 | -34.1 | 5.2 | 3.0 | 4.9 | 0.8 | 6.5 | -84.6 | -16.0
O=C(Cc1csc(-c2ccccc2)n1)NCc1ccc(F)cc1 | 13.4 | 20.7 | 9.4 | -1.3 | -7.6 | 2.2 | -12.2 | -16.6 | 8.6 | -6.6 | -20.2
O=C(NC1CCCCC1)C(c1ccc(F)cc1)N(C(=O)c1csnn1)C1CC1 (stereo not drawn) | 18.5 | 6.4 | -6.7 | 3.7 | 0.0 | 1.2 | -11.4 | 3.3 | -9.7 | 11.5 | 7.1
Cc1ccc(/C=N/NC(=O)CNC(=O)COc2ccc(Cl)cc2)o1 | -2.4 | 2.1 | 16.3 | 8.6 | -7.0 | 4.0 | -9.3 | 12.2 | -17.3 | 8.8 | -23.7
Cc1c(Cl)c([N+](=O)[O-])nn1CC(=O)NC1CCCCC1 | 7.2 | -6.8 | 8.7 | 2.5 | -2.8 | 0.6 | 0.6 | -0.7 | 6.7 | 22.4 | 15.1
COc1cc(/C=N/c2oc(C)c(C)c2C#N)cc(Br)c1O | 5.2 | -9.8 | 8.3 | 4.0 | -0.7 | 7.7 | 8.6 | -0.6 | 11.0 | 21.6 | -15.7
Cc1cc(C)cc(NS(=O)(=O)c2cc3[nH]c(=O)c(=O)[nH]c3cc2C)c1 | 3.4 | 16.4 | 5.5 | 7.8 | -18.4 | 4.6 | 1.5 | -11.2 | 41.7 | 3.4 | -12.0
N#CC1C(=O)NC(=O)C(C#N)C12CCCC2 (stereo not drawn) | 5.8 | -4.8 | x | 0.2 | -10.1 | x | -8.7 | 0.4 | -19.0 | -7.5 | -3.9
Cc1ccc(C(=O)c2oc3ccc(Cl)cc3c2NC(=O)CN2CCN(C)CC2)cc1 | -101.0 | -12.4 | 9.7 | 107.2* | 36.4 | 1.2 | 13.0 | -108.2 | -18.5 | -50.0 | -0.2
CC(=O)Nc1ccc(NC(=O)Nc2cccc(C)c2C)cc1 | -1.6 | -5.3 | 1.5 | 2.8 | -6.2 | 0.1 | -2.9 | -11.2 | -9.5 | 14.2 | 4.2
CCCCNC(=O)C1(C)CCN1C(=O)c1ccccc1Br (stereo not drawn) | 12.7 | -5.3 | x | 16.3 | -16.9 | x | 0.5 | -18.2 | -21.8 | 0.3 | -14.5
CCOC(=O)c1cc(-c2ccccc2)sc1N | -21.2 | -12.2 | -61.7 | -222.4 | -1.7 | -1.8 | 13.8 | -9.5 | -44.0 | -242.4 | -47.6
CCCN1C/C(=C/c2ccc3c(c2)OCO3)C(=O)/C(=C/c2ccc3c(c2)OCO3)C1 | 19.0 | 14.4 | 84.1* | 106.6* | -9.2 | -0.8 | -39.2 | -9.2 | -9.6 | 89.0* | -7.7
Cc1cccc(Oc2nc(-c3cccc([N+](=O)[O-])c3)nc3ccccc23)c1C | 0.0 | -44.5 | -5.8 | 13.8 | 17.3 | -0.9 | 22.0 | -9.8 | -35.4 | 18.2 | 12.2
NC(=O)CC(NC(=O)Cc1cccc2ccccc12)c1ccc(N2CCCCCCC2)c([N+](=O)[O-])c1 (stereo not drawn) | 19.3 | 32.0 | -3.6 | 10.9 | -8.9 | -0.1 | -33.6 | 10.4 | 11.9 | 8.0 | -14.1
O=C(NNC(=O)c1ccc2ccccc2c1)c1cccc(F)c1 | 1.5 | -21.6 | -32.5 | -107.7 | -28.6 | x | 13.4 | -43.4 | -35.4 | -81.3 | -41.2
CC1(C)C2CCC1(CS(=O)(=O)NCCc1c[nH]c3ccccc13)C(=O)C2 (stereo not drawn) | 5.6 | -11.2 | -4.5 | 5.5 | 1.2 | -2.1 | -2.6 | 17.8 | 4.3 | 31.8 | -13.5
O=C(CSc1nc2ccccc2n1S(=O)(=O)c1ccccc1)N1CCCC1 | 13.3 | 1.8 | -2.0 | 0.2 | -3.1 | -2.6 | -7.5 | -8.1 | 14.8 | 17.6 | -5.7
Cc1ccc(O)c(NC(=O)C2CCCN2C(=O)OCc2ccccc2)c1 (stereo not drawn) | 16.9 | 10.2 | 0.4 | 8.6 | 1.4 | -1.2 | -4.9 | -5.1 | -7.0 | 6.8 | -6.7
Fc1ccccc1CNCc1ccc2c(c1)OCO2 | 10.0 | 5.9 | -13.3 | -43.8 | 5.3 | -0.3 | -12.2 | -2.9 | -32.3 | -57.6 | -13.1
Cc1ccnc(NS(=O)(=O)c2cc(-c3cc(C)no3)ccc2C(C)C)c1 | -21.0 | -10.5 | -5.2 | -53.4 | 7.8 | 2.5 | 4.6 | -38.4 | -11.4 | -108.9 | -38.4
CC1CCC(C(C)C)C(OC(=O)CSc2n[nH]c(=O)[nH]c2=O)C1 (stereo not drawn) | -6.0 | 10.3 | 5.6 | -4.0 | -12.6 | 4.2 | -12.0 | -21.5 | 15.6 | 3.9 | -7.4
COc1cc2nc(CN3CCOCC3)n(CC(=O)N3CCCCCC3)c(=O)c2cc1OC | -11.0 | 3.0 | -12.6 | 3.7 | -1.0 | 2.3 | 9.7 | 4.3 | 9.6 | 9.2 | 4.5
COc1cc(C(c2sc3nc(C)nn3c2O)N2CC(C)CC(C)C2)cc(OC)c1OC (stereo not drawn) | 11.4 | -1.3 | -9.2 | 25.8 | -20.1 | 3.6 | 8.7 | 0.8 | 0.2 | 5.5 | -27.8
Cc1oc2cc(O)ccc2c(=O)c1Oc1ccc2ccccc2c1 | 9.5 | 6.6 | -2.2 | 17.9 | 6.1 | -0.3 | 0.5 | -2.3 | -18.5 | 10.6 | -1.2
COc1c(O)cc(O)c2c(=O)cc(-c3ccccc3)oc12 | -0.2 | 7.7 | -65.9 | -174.5 | 14.2 | x | 37.0 | -49.5 | -28.8 | -220.5 | 8.0
CC1=C(C(=O)NCc2ccccc2)C(c2ccccc2OCC(N)=O)NC(=O)N1 (stereo not drawn) | -7.0 | 1.6 | -1.2 | -0.4 | -7.9 | 0.2 | -1.5 | -5.7 | -11.6 | -4.8 | -23.9
Cc1cc(OCC(=O)NCCCn2ccnc2)c2c(C)cc(=O)oc2c1 | 9.9 | -6.8 | 2.3 | 3.9 | -8.4 | -1.5 | -10.3 | 3.1 | -4.6 | 7.0 | -40.1
Cn1c(SC2C(=O)CC(C)(C)CC2=O)nnc1-c1ccco1 | -3.1 | 7.2 | 5.0 | -4.8 | 9.7 | -0.4 | -10.0 | -2.6 | -7.4 | -11.6 | -3.8
CC(=NCc1ccco1)c1c(C(F)(F)F)[nH]n(-c2nc3ccccc3s2)c1=O | 75.8* | 20.3 | -61.7 | -164.7 | 34.0 | 1.2 | -18.3 | 34.6 | -23.3 | -154.4 | 0.9
O=C(c1cccc(S(=O)(=O)N2CCOCC2)c1)N(CCO)Cc1ccccc1 | -5.0 | 13.7 | -9.5 | -13.2 | -4.1 | 3.7 | 3.7 | -12.5 | -8.2 | 12.2 | -10.1
CCn1c(SCC(=O)Nc2ncc(C(F)(F)F)cc2Cl)nnc1-c1ccccc1 | 11.8 | -15.1 | 6.3 | 5.5 | -5.1 | 1.1 | 22.2 | 5.0 | 8.1 | 13.5 | -13.2
COc1ccccc1Nc1ncnc2ccccc12 | 38.7 | 3.1 | -11.4 | -38.2 | 2.2 | -0.9 | 12.1 | x | 0.9 | -40.4 | -9.9
COC(=O)CCCNc1ncccc1[N+](=O)[O-] | -0.4 | 7.8 | 7.0 | 23.2 | -2.6 | 1.0 | -3.4 | 15.0 | -12.4 | 3.9 | -11.7
CCN(C(=O)CN1CCN(c2cccc(C(F)(F)F)c2)CC1)c1c(N)n(Cc2ccccc2)c(=O)[nH]c1=O | -4.2 | 2.2 | 7.5 | 9.3 | 3.2 | -6.5 | 2.5 | 5.6 | 12.7 | 14.6 | -18.7
CCc1nn(CC(=O)NCCCN(CC)CC)c(=O)c2cc3sc(C)cc3n12 | 7.9 | -2.6 | 5.0 | 7.1 | 9.5 | -0.2 | 0.9 | -2.6 | -2.3 | 20.8 | -10.3
Cc1ccc2c(c1)c(C)c(C)n2CC(O)CN1CCCCC1C (stereo not drawn) | 0.6 | -17.2 | -0.5 | -23.1 | -4.3 | 0.8 | 17.8 | -16.4 | 9.1 | 2.1 | -14.8
Cc1ccc(C(NC(=O)/C=C\c2ccc3c(c2)OCO3)C(=O)Nc2ccc3c(c2)OCO3)cc1 (stereo not drawn) | -22.1 | -5.2 | -3.8 | 1.4 | -18.2 | 1.8 | 6.1 | 1.2 | -15.0 | 7.2 | -19.9
